Assay outcomes as filed in PubChem.
GBA activity up: enhancers of human beta-glucosidase activity in Gaucher fibroblasts | P04062 | L444P Gaucher fibroblasts, 4-MU-glucoside fluorescence, 3 days | activation, % at 10 µM | 30,000 compounds, 0.44% hits; in the data active = activation above about 65%;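 note: 0% = vehicle wells and 100% = positive control wells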
Target sequence (P04062 whole entry L483P): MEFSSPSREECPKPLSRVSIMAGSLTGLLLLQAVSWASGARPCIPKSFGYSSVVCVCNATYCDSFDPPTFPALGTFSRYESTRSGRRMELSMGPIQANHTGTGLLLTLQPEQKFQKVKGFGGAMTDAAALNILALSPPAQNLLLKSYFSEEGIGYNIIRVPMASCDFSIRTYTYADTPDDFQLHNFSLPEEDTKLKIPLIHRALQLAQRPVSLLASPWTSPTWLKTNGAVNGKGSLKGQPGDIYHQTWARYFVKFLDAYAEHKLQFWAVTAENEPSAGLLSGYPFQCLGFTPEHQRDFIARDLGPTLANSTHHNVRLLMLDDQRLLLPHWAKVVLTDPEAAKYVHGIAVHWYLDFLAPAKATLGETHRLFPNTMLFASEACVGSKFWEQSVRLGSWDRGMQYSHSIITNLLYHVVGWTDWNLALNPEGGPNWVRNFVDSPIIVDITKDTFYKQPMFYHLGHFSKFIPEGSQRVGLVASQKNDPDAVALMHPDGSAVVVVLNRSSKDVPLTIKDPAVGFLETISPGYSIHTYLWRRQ
Starred values were filed as active, the others as inactive. Not all compounds are listed (hit frequency here may not be typical).

CCN=C1SC(CC(=O)NC2CCCCC2)C(=O)N1CC (stereo not given)
  GBA activity up: -86
Cc1ccc(OCC(=O)N2CCN(C3=NS(=O)(=O)c4ccccc43)CC2)cc1
  GBA activity up: -5
CCN(CCCNC(=O)C1CCN(S(=O)(=O)c2cnc[nH]2)CC1)c1cccc(C)c1
  GBA activity up: -20
C=CCc1cc(OC)ccc1OCCON1C(=O)CCC1=O
  GBA activity up: -44
CCOC(=O)Cc1csc(SCC(=O)c2c(N)n(CC(C)C)c(=O)n(C)c2=O)n1
  GBA activity up: 9
COc1ccc(F)cc1S(=O)(=O)N1CCC(C(N)=O)CC1
  GBA activity up: 13
COc1ccc(CNC(=O)CN(C(=O)c2cc3sccc3n2C)C2CCCC2)cc1
  GBA activity up: 10
O=C(CN1C2CCC1CC(NC(=O)C1CC1)C2)NCc1ccccc1 (stereo not given)
  GBA activity up: -20
c1ccc(OCc2nc3ccccc3[nH]2)cc1
  GBA activity up: -10
Clc1ccc(C(c2nnnn2C2CCCC2)N2CCSCC2)cc1 (stereo not given)
  GBA activity up: -8
CCOC(=O)C(NC(=O)N1CCCCC1)(c1ccccc1)C(F)(F)F (stereo not given)
  GBA activity up: 20
Cc1cc(C)nc(-n2nc(C)c3c(=O)[nH]c(C(F)(F)F)nc32)n1
  GBA activity up: 0
CC1(c2ccccc2)CC(c2ccccc2)=Nc2nonc2N1 (stereo not given)
  GBA activity up: 3
COc1ccc(NC(=O)C=C(C)C)cc1Cl
  GBA activity up: -1
CC(C)=CC(=O)Nc1nnc(-c2cccnc2)s1
  GBA activity up: -21
COc1ccc(OC)c(-n2c(C)nc3cc(C(=O)O)ccc32)c1
  GBA activity up: 6
CCOC(=O)CSc1nc(NCc2ccco2)c2ccccc2n1
  GBA activity up: 10
Cc1ccc(C2C3=C(CC(C)(C)CC3=O)Nc3[nH]c(=S)[nH]c(=O)c32)cc1 (stereo not given)
  GBA activity up: -12
CCN(c1ccccc1)S(=O)(=O)c1ccc(F)cc1
  GBA activity up: 9
COC(=O)c1nc(-c2ccccc2)oc1N(C)C
  GBA activity up: 7
CC(C)(C)SCCNS(=O)(=O)c1ccc(F)cc1
  GBA activity up: 1
CC(=O)SCCC(=O)Nc1ccccc1
  GBA activity up: -14
COC(=O)c1ccccc1NC(=O)CNc1cc(Cl)ccc1N1CCOCC1
  GBA activity up: 7
CC(C)OCCCNC(=O)CNC(=O)c1cccs1
  GBA activity up: -18
COc1ccc(C(=O)Nc2nc3nc(-c4ccccc4)cc(=O)n3[nH]2)cc1
  GBA activity up: -4

CCOC(=O)Cn1nnnc1CN(Cc1ccccc1)Cc1cc2cc(CC)ccc2[nH]c1=O
  GBA activity up: -19
CCCCCC(=O)Nc1ccc(N2CCN(C(=O)CCC)CC2)cc1
  GBA activity up: -22
CCOC(=O)c1[nH]c(COC(=O)c2ccccc2NC(=O)c2ccco2)c(C(=O)OCC)c1C
  GBA activity up: -14
O=C(NCc1ccc(N2CCCC2=O)cc1)Nc1ccccc1
  GBA activity up: -9
O=C(c1ccc(N2CCOCC2)nc1)N1CCCCC1
  GBA activity up: -4
CN(CC(=O)NCc1ccc2c(c1)OCO2)S(=O)(=O)c1ccc(Br)s1
  GBA activity up: -33
CC1CCCC(C)N1C(=O)CN1C(=O)C(C)(C)Oc2ccc(C(=O)NC3CCCC3)cc21 (stereo not given)
  GBA activity up: -34
c1ccc(-n2ncc3c(N4CCN(c5ccccn5)CC4)nc(N4CCCCC4)nc32)cc1
  GBA activity up: -7
N#CC1=C(N)Oc2n[nH]c(-c3ccccc3)c2C1c1ccncc1 (stereo not given)
  GBA activity up: 0
C=CCn1cnc2c(c1=O)c1nc3ccccc3nc1n2/N=C/c1cccc(OC)c1
  GBA activity up: -2
O=C(CSCc1cccs1)N1CCCC1
  GBA activity up: 3
Brc1ccc(C2=Nn3c(nnc3-c3ccncc3)SC2)cc1
  GBA activity up: -23
c1ccc(-c2ccc(-c3nc(-c4ccncc4)no3)cc2)cc1
  GBA activity up: -20
O=C(Nc1nccs1)C1CCN(S(=O)(=O)c2cnc[nH]2)CC1
  GBA activity up: -14
COc1cc(NC(=O)CCn2c(=O)[nH]c3ccsc3c2=O)cc(OC)c1
  GBA activity up: -18
COCCCn1c(=N)c(C(=O)NCc2ccc3c(c2)OCO3)cc2c(=O)n3cccc(C)c3nc21
  GBA activity up: 3
CCCC(=O)Nc1ccc(N2CCN(C(=O)c3cccs3)CC2)cc1
  GBA activity up: 0
CCCCOc1ccccc1NC(=O)CSc1nnnn1C(C)(C)C
  GBA activity up: -11
CCOC(=O)c1cnn(-c2cc(C)nc3c(-c4ccccc4)c(C)nn23)c1N
  GBA activity up: 3
COc1ccccc1NC(=O)Nc1c(C)n(C)n(-c2ccccc2)c1=O
  GBA activity up: 12
O=C(Cn1c(SCC(=O)N2CCCc3ccccc32)nc2ccccc21)N1CCCC1
  GBA activity up: -11
Cc1ccc(/C=c2\s/c(=C(/C#N)C(=O)N3CCCC3)n(Cc3ccco3)c2=O)s1
  GBA activity up: -85
COc1ccc(CN(C(=O)c2oc3ccccc3c2C)C2CCS(=O)(=O)C2)cc1OC (stereo not given)
  GBA activity up: 4
CCCCOC(=O)C1=C(C)Nc2ncnn2C1c1cccc(OC)c1 (stereo not given)
  GBA activity up: -14
Cc1ccc(SCCC(=O)N(C)C)cc1
  GBA activity up: -17

C/C=C(\C)CN1CCc2cc(OC)c(OC)cc2C1
  GBA activity up: 2
O=C(CSc1nnc(-c2c[nH]c3ccccc23)o1)N(Cc1ccccc1)c1ccc(F)cc1
  GBA activity up: -16
CCCCNS(=O)(=O)c1ccc2nc(SCC(=O)c3ccc(C#N)cc3)[nH]c2c1
  GBA activity up: -3
Cc1cc(C(C)(C)C)ccc1OCCN(C)C
  GBA activity up: -10
CCOCC(=O)Nc1nc2ccc(S(C)(=O)=O)cc2s1
  GBA activity up: -17
CCCc1cc(N2CCCC(C(=O)NCc3ccc4c(c3)OCO4)C2)n2ncnc2n1 (stereo not given)
  GBA activity up: -10
CCNc1c2c3c(cccc3n(C)c1=O)C(=O)c1ccccc1-2
  GBA activity up: -14
CCN(CC)S(=O)(=O)c1ccc(F)c(C(=O)NCCC(C)C)c1
  GBA activity up: 3
COc1ccccc1NC(=O)CSc1ccc2nnc(-c3ccccn3)n2n1
  GBA activity up: -19
O=C(CSc1ncnc2c1nnn2-c1ccc(F)cc1)NCC1CCCO1 (stereo not given)
  GBA activity up: -7
CCOC(=O)c1cc(-c2ccccc2)sc1N
  GBA activity up: 3
CCC(=O)N1CCc2cc(S(=O)(=O)NC(C(=O)NC(C)c3ccccc3)C(C)C)ccc21 (stereo not given)
  GBA activity up: -79
CC1=C(C(=O)NCc2ccccc2)C(c2ccccc2OCC(N)=O)NC(=O)N1 (stereo not given)
  GBA activity up: -10
O=C(NC1CCCCC1)N1CCN(Cc2nc3ccccc3c(=O)[nH]2)CC1
  GBA activity up: -24
CCOc1ccc(N2C(=O)CC(SCCN)C2=O)cc1 (stereo not given)
  GBA activity up: -23
C1=CCC(/C=N/n2cnnc2)CC1 (stereo not given)
  GBA activity up: 20
COc1cc(C(C)=O)ccc1OCC(=O)c1cc(C)n(C2CC2)c1C
  GBA activity up: -4
c1ccc(-n2c(-c3ccncc3)nnc2-c2ccco2)cc1
  GBA activity up: 0
CCc1sc(C(=O)NCc2cc(C)n(C)n2)cc1Br
  GBA activity up: -47
CSc1nsc(SC)c1C(=O)NCCNS(=O)(=O)c1ccc(C)cc1
  GBA activity up: -9
COCCCn1c(SCC(=O)Nc2cccc(C)n2)nnc1-c1ccco1
  GBA activity up: -3
Cn1c2c(c(=O)n(C)c1=O)CN(Cc1ccc3c(c1)OCO3)CN2
  GBA activity up: -10
O=C(NCc1ccc(F)cc1)C1CC(=O)N(CCc2ccccc2)C1 (stereo not given)
  GBA activity up: 8
O=C1CCC2CCCCC2(O)O1 (stereo not given)
  GBA activity up: 5
CCOC(=O)CC(=O)CSc1nc2ccc(C)cc2cc1C#N
  GBA activity up: -32

Fetched by compound from the list above, 3 records:
COc1ccccc1NC(=O)CSc1ccc2nnc(-c3ccccn3)n2n1
  GBA activity up: -19
CSc1nsc(SC)c1C(=O)NCCNS(=O)(=O)c1ccc(C)cc1
  GBA activity up: -9
Cc1cc(C(C)(C)C)ccc1OCCN(C)C
  GBA activity up: -10

(more compounds)
O=c1[nH]c(SCc2cc(=O)n3ccccc3n2)nc2c1CCC2
  GBA activity up: 20
CCOC(=O)c1cnn2c(C(F)F)cc(C3CC3)nc12
  GBA activity up: 14
CCOc1ccccc1OCC(=O)O
  GBA activity up: 6
CCn1c(SCC(=O)Nc2cc(C)on2)nc2sc3c(c2c1=O)CCCC3
  GBA activity up: -27
CCN(CC)C(=O)N1CCC(NC(=O)c2ccc(C(C)(C)C)cc2)CC1
  GBA activity up: -23
CC(NC(=O)c1ccc(Cl)cc1)C(=O)NC1=NCCS1 (stereo not given)
  GBA activity up: -16
CCOC(=O)c1c(C)oc2c1c(C(c1ccncc1)N1CCOCC1)c(O)c1ccccc12 (stereo not given)
  GBA activity up: 2
CC(Sc1nc(N2CCOCC2)nc(N2CCOCC2)n1)C(=O)Nc1ccccc1 (stereo not given)
  GBA activity up: -23
O=C(Nc1ccc(N2CCCCC2)cc1)c1ccc(F)cc1
  GBA activity up: -2
NC(=O)c1c(N)sc2c1CCCC2
  GBA activity up: -7
CCCN(C(=O)Cc1nc(N)n[nH]1)C1(C(=O)Nc2c(C)cccc2C)CCCCC1
  GBA activity up: -5
CC1(C)Cc2nc3sc4c(SCC(=O)NCc5ccco5)ncnc4c3cc2CO1
  GBA activity up: -1
COc1ccc(C2=[N+]([O-])C(C)(C)N(O)C2(C)C)cc1
  GBA activity up: 3
Oc1ccc(CNc2ccccc2F)c2cccnc12
  GBA activity up: -24
CCC1(c2cccc(Cl)c2)NC(=O)N(Cc2cc(C(=O)OC)c(C)o2)C1=O (stereo not given)
  GBA activity up: -8
CCC(Sc1nc(C)cc(=O)[nH]1)C(=O)Nc1nnc(C)s1 (stereo not given)
  GBA activity up: -21
CC(=O)c1cccc(NC(=O)C2CCN(S(=O)(=O)c3ccc(F)cc3)CC2)c1
  GBA activity up: 1
CCOc1cc2[nH]c(=O)n(CCCCC(=O)N3CCCCCC3)c(=O)c2cc1OCC
  GBA activity up: -10
COc1ccccc1OCC(O)Cn1nc(C)cc1C (stereo not given)
  GBA activity up: 1
N#CCCn1ncn(-c2ccccc2)c1=S
  GBA activity up: 2
COC(=O)c1sc(NC(=O)c2cc3c(s2)CCCC3)nc1C
  GBA activity up: -30
CCOC(=O)c1ccc(NC(=O)CCC(=O)OC)cc1
  GBA activity up: -31
Cc1cccc(OCc2nnc(SCC(=O)Nc3cc(C)on3)n2C)c1
  GBA activity up: -19
O=C(CN1CCCN(Cc2ccc(F)cc2Cl)C1=O)NCc1ccccc1
  GBA activity up: -53
CSc1nsc(SCC(=O)N2CCN(c3ccccc3)CC2)n1
  GBA activity up: -5

COc1ccc(C(C)=O)cc1COC(=O)c1ccc2c(c1)OCO2
  GBA activity up: 11
O=C(COC(=O)c1ccc(Br)o1)Nc1nc2ccccc2s1
  GBA activity up: -5
O=C(NC1CC2CCCC(C1)N2CC(=O)N1CCCc2ccccc21)C1CCCCC1 (stereo not given)
  GBA activity up: 8
CC(C)Oc1ccccc1C1CC(=O)Nc2cc3c(cc21)OCO3 (stereo not given)
  GBA activity up: -46
Cc1ccc(S(=O)(=O)N2CCN(C(=O)CN3CCc4ccccc4C3)CC2)cc1
  GBA activity up: -1
Cc1ccc(-n2[nH]c(C)c(/C=N/c3ccccn3)c2=O)cc1
  GBA activity up: 9
O=C(c1ccco1)N1CCN(S(=O)(=O)c2ccc3c(c2)CCN3C(=O)C2CC2)CC1
  GBA activity up: 7
COc1ccc(C2CC(c3ccc(OC)cc3)n3nc(NC(=O)c4ccco4)nc3N2)cc1 (stereo not given)
  GBA activity up: -14
O=C(Nc1ccccc1C(=O)OC1CCOC1=O)c1ccco1 (stereo not given)
  GBA activity up: -23
C=COCCNC(=O)Nc1ccc(Cl)cc1Cl
  GBA activity up: -16
O=C1c2ccccc2C(O)(Cc2ccccc2)N1Cc1ccco1 (stereo not given)
  GBA activity up: -20
O=P(O)(O)CCP(=O)(c1ccccc1)c1ccccc1
  GBA activity up: -3
Cc1cc(NC(=O)c2ccc3c(c2)C(=O)N(C2CCCCC2)C3=O)no1
  GBA activity up: -49
CCOC(=O)c1ccc2c(c1)nc(SCc1cn3ccsc3n1)n2CC
  GBA activity up: -13
Cc1cccc(-n2c(N)cc(=O)[nH]c2=S)c1C
  GBA activity up: -12
CC(=O)c1cc(-c2ccccc2)n(CC(=O)N2CCC(N3CCCCC3)CC2)c1C
  GBA activity up: 16
Cc1ccc(S(=O)(=O)CCC(=O)OCC(=O)Nc2cc(C)on2)cc1
  GBA activity up: -25
O=C(CSc1nc(-c2ccccc2)cc(=O)[nH]1)N1CCOCC1
  GBA activity up: -12
COC(=O)CSc1nc(NC(C)C)nc(N2CCOCC2)n1
  GBA activity up: -55
O=C1c2ccccc2N2C(=O)c3ccccc3C2N1Cc1ccco1 (stereo not given)
  GBA activity up: -23
CC(C)N(C(=O)CSc1nnc(-c2cc3ccccc3cc2O)n1Cc1ccco1)C(C)C
  GBA activity up: -8
Cc1ccc(-c2cc(C(F)F)nc(NCc3cccnc3)n2)cc1
  GBA activity up: 25
Cc1sc2ncn3c(C)nnc3c2c1C
  GBA activity up: -6
Nn1c(SC/C=C/c2ccccc2)nnc1-c1cccnc1
  GBA activity up: 23
CC1(C)NC(=O)N(CC(O)CN2CCCCC2)C1=O (stereo not given)
  GBA activity up: -13

CC(C)Oc1ccc(NC(N)=O)cc1
  GBA activity up: -13
O=S1(=O)N=C(Nc2ccc(O)c(CN3CCCCC3)c2)c2ccccc21
  GBA activity up: 5
Nc1cc(Cl)ccc1Oc1ccccc1
  GBA activity up: -25
COc1ccc(Cl)cc1NC(=O)Cn1cccc1
  GBA activity up: 12
CCc1ccc(NC(=O)c2cccnc2)cc1
  GBA activity up: -8
COC(=O)c1cccc(NC(=O)c2nn(C)c(=O)c3ccccc23)c1
  GBA activity up: 3

3 of the compounds above, in markdown:
| compound | GBA activity up |
| --- | --- |
| c1ccc(-c2ccc(-c3nc(-c4ccncc4)no3)cc2)cc1 | -20 |
| O=C(Nc1ccc(N2CCCCC2)cc1)c1ccc(F)cc1 | -2 |
| COc1ccc(CN(C(=O)c2oc3ccccc3c2C)C2CCS(=O)(=O)C2)cc1OC (stereo not given) | 4 |
